IL2 activator: qHTS of IL-2 Activators; IL-2 activation reporter assay, cell-based qHTS; stimulated with anti-CD3/CD4/CD28 beads; in transgenic mouse T cells; activation, % (series mostly up to about 46 µM); 360,000 tested, 0.065% active; in the data active means activation above about 50%; inconclusive means mostly about 30% to 49%; further: 0% is about no effect
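Quantitative HTS in unstimulated transgenic mouse T cells, with memory T cells as non-tolerant control and PMA/ionomycin as tolerance-bypass control. Compound pretreatment lasted 60 minutes before 18 h bead stimulation; EGFP/DsRed fluorescence read.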
Nrf2 activator: qHTS of Nrf2 Activators; AREc32 ARE-luciferase reporter (MCF7-derived line), luminescence, 24 h; Potency, µM (series often up to 46.1 µM), without a hit: top-dose activation, usual class: activators; 410,000 tested, 0.31% active; AID 624171, 2012; further: potency means the concentration at half of the fitted maximal effect; % of control where 0% means no effect; nearly all actives have a fitted effect of over 65% in size
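Luciferase luminescence (Steady-Glo, 30 min at room temperature) served as the read-out of ARE activation in AREc32 cells treated with compounds for 24 hr at 37 deg C.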
TGFb SMAD3 inh: qHTS for Inhibitors of TGF-b; 410,000 tested, 1.2% active; Potency, µM (top dose mostly 46.1 µM), for inactives: at the top dose activity, negative = inhibition, usual class: inhibitors; AID 588855, 2011; HepG2 CAGA-GFP TGF-b/SMAD3 reporter, GFP fluorescence, 18 h; TGF-beta stimulated, 500 pg/mL final; further: potency means the concentration at half of the fitted maximal effect; on the % scale 0 is the no-effect control and ±100 the full control effect; nearly all actives have a fitted effect of over 65% in size
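First, reporter cells (HEPG2 CAGA-GFP) rested 2 h at 37 degrees C. Next, compounds were pinned in and TGF-beta added to 500 pg/mL final. After 18 h, GFP was imaged per cell and summed per well.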
EPAC2 agonist: qHTS for Agonist of cAMP-regulated guanine nucleotide exchange factor 4 (EPAC2): primary screen; Rap guanine nucleotide exchange factor 4 (Homo sapiens), Q8WZA2; EPAC2 activation, biochemical qHTS; response scale: 100% = 6.5 mM cAMP response; Potency, µM (top dose mostly 154 µM), inactives show top-dose activation, actives largely listed as activators; 360,000 tested, 0.079% active; AID 720711, 2013; further: potency means the concentration at half of the fitted maximal effect; nearly all actives have a fitted effect of over 50% in size
Target sequence (Q8WZA2 whole entry, looked up): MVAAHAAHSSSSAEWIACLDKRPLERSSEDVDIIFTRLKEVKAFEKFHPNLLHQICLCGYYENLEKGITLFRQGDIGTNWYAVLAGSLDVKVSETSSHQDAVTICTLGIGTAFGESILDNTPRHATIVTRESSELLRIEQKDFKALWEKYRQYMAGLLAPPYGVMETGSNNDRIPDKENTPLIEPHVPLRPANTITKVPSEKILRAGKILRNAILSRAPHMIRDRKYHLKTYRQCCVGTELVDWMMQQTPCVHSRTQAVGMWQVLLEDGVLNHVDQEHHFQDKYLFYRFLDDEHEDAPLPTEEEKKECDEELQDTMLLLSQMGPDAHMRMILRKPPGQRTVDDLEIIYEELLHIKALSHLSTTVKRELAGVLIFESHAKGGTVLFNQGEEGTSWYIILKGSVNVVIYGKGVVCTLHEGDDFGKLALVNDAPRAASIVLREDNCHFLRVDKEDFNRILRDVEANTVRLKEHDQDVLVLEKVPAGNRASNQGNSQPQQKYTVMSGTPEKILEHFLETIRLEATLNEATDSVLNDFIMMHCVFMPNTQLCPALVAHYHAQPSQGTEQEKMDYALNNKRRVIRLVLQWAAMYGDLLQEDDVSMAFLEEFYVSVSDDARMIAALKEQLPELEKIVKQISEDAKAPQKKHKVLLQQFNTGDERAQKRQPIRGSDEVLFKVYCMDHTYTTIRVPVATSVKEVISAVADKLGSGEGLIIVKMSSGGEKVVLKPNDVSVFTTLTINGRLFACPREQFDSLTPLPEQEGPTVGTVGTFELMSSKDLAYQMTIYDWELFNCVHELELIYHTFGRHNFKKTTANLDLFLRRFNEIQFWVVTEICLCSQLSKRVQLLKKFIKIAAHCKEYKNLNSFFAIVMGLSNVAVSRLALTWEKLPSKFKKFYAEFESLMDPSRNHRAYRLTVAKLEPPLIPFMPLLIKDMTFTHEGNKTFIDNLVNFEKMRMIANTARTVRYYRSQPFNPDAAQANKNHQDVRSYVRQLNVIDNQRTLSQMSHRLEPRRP
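In this primary screen, activation is scored as increased exchange of BODIPY-GDP from Rap1B by 100 nM EPAC2, with 50 uM GDP as competitor. Signal is normalized to the 6.5 mM cAMP agonist control.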
S2 tox: Viability Counterscreen for Primary qHTS for Inhibitors of ATXN expression | S2 cells (HEK-293 line with an ATXN2-luciferase reporter) viability, CellTiter-Fluor protease fluorescence, 24 h | Potency, µM (top dose mostly 56.7 µM), hits mostly cytotoxic | 400,000 tested, 0.49% active | AID 651635, 2014; further: potency means the concentration at half of the fitted maximal effect; nearly all actives have a fitted effect of over 40% in size
ATXN2 expr inh: Primary qHTS for Inhibitors of ATXN expression; HEK-293 ATXN2-luciferase reporter, luminescence, 24 h; Potency, µM (doses to about 57 µM), for inactives: top-dose activity change, negative = inhibition, hits mostly inhibitors; 360,000 tested, 0.72% active; further: potency means the concentration at half of the fitted maximal effect; on the % scale 0 is the no-effect control and ±100 the full control effect; nearly all actives have a fitted effect of over 55% in size
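ATXN2-luciferase reporter cells (luciferase flanked by upstream and downstream ATXN2 gene portions) were treated 24 h at 37 °C with compounds at up to 57 uM. SteadyGlo luminescence gave expression; GF-AFC fluorescence gave viability.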
HepG2 tox: qHTS for Inhibitors of TGF-b: Cytotox Counterscreen | HepG2 CAGA-GFP viability, ATP luminescence, 18 h | Potency, µM (doses to about 46.1 µM), for the others: at the top dose activity change, negative = cytotoxicity, hits mostly cytotoxic | 410,000 tested, 0.76% active; further: potency means the concentration at half of the fitted maximal effect; some results filed as inactive show a strong effect at the top dose
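HepG2 CAGA-GFP cells (1000/well, DMEM with 1% FBS) received compound, then TGF-beta at 500 pg/mL final, and were incubated 18 hours at 37 degrees C. Viability was read by CellTiter-Glo luminescence. Media-only wells were set as complete cell-killing and DMSO as no toxicity.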
A549 viability: Nrf2 qHTS screen for inhibitors: counterscreen for cytotoxicity. 390,000 tested, 0.16% active. Potency, µM (top dose mostly 46 µM), for inactives: at the top dose activity change, negative = cytotoxicity, most hits filed as inhibitors. A549 ARE-Fluc cells, CellTiter-Fluor viability, 18-24 h; further: potency means the concentration at half of the fitted maximal effect; on the % scale 0 is the no-effect control and ±100 the full control effect
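A549 ARE_Fluc cells in 5% FBS OPTI-MEM were exposed to compounds in concentration-response for 18-24 h at 37 deg C. Viability was read by CellTiter-Fluor fluorescence (Ex 405/Em 525) after 30 min, before the luciferase read.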
Nrf2 inh: Nrf2 qHTS screen for inhibitors; A549 ARE-Fluc reporter, luciferase luminescence, 18-24 h; Potency, µM (doses to about 46 µM), without a hit: top-dose activity change, negative = inhibition, hits mostly inhibitors; 360,000 tested, 2.1% active; further: potency means the concentration at half of the fitted maximal effect; on the % scale 0 is the no-effect control and ±100 the full control effect; nearly all actives have a fitted effect of over 60% in size
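Quantitative HTS in A549 cells stably bearing an antioxidant response element-firefly luciferase construct. Inhibition of Nrf2-driven transcription was scored by luminescence after 18-24 h of compound exposure at 37 °C.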
* = called active by the depositor; i = inactive; ? = inconclusive; nt = not tested or not shown; [ ] = another dose, or the depositor's remark. Unless noted, the call rests on the fitted dose curve; in most records, active means well fitted curve in the direction sought with a large enough effect; inconclusive means small, poorly fitted or top-dose-only effect, or another doubt; inactive means no such curve, though single readings can be large; an effect the other way counts as inactive or inconclusive.

SMILES	IL2 activator	Nrf2 activator	TGFb SMAD3 inh	EPAC2 agonist	S2 tox	ATXN2 expr inh	HepG2 tox	A549 viability	Nrf2 inh
COc1ccccc1CN(C(=O)CCl)C(C(=O)NC1CCCCC1)c1ccncc1 (stereo not given)	1.2	-0.8%	-4%	-4%	?	4%	2%	-2%	11%
COc1cccc(-c2cnc3c(NC=O)cc(-c4ccncc4)cn23)c1	-0.2	8.4%	-10%	2%	i	-1%	-31%	nt	nt
OCCN(CCO)CC(O)COc1ccc(C23CC4CC(CC(C4)C2)C3)cc1 (stereo not given)	-5.8	-0.8%	18µM*	0%	i	?	-88%	-12%	?
NS(=O)(=O)c1ccc2c(c1)oc(=O)c1cc(S(N)(=O)=O)ccc12	-1.0	-2.4%	-1%	12%	i	13%	12%	2%	-14%
CCCn1c(N)c(C(=O)CN(C)CC(=O)Nc2cc(C)ccc2C)c(=O)[nH]c1=O	-0.8	-0.2%	10%	7%	i	-31%	-8%	-5%	?
Cc1cc(C(=O)NC(C)C2CCCO2)c(C)o1 (stereo not given)	2.0	0.2%	-4%	7%	i	nt	-9%	7%	4%
Cc1ccc(CNC(=O)CN2CCCN(Cc3ccc(F)cc3)S2(=O)=O)cc1	nt	5.4%	-26%	nt	?	-1%	-13%	-2%	nt
COc1ccc(C2Nc3ccccc3C(=O)N2c2cccc3ccccc23)cc1COc1c(C)cccc1C (stereo not given)	nt	nt	25%	nt	nt	nt	3%	-1%	8%
Cc1cccn2c(=O)c3cc(C#N)c(=O)n(Cc4cccnc4)c3nc12	0.0	0.2%	-32%	14%	nt	-11%	0%	nt	?
COc1ccc(C(=O)Nc2nnc(CCS(=O)(=O)c3ccc(C)cc3)s2)cc1	-1.4	0.1%	18%	-6%	i	nt	10%	-8%	0%
O=C(NNS(=O)(=O)c1ccccc1[N+](=O)[O-])c1cccc(Br)c1	3.0	8.4%	-2%	3%	i	8%	18%	5%	0%
COc1cc(NC(=O)COC(=O)C=C(C)C)c(C)cc1[N+](=O)[O-]	0.3	4.1%	22%	4%	i	27%	0%	-5%	15%
C#CCN(C[C@H]1[C@H](OC(=O)NCc2ccco2)[C@H](OC(=O)NCc2ccco2)C[C@@H](C(=O)OC)[C@H]1C(=O)OC)S(=O)(=O)c1ccc(C)cc1	-0.7	-0.6%	-11%	20%	i	-4%	-1%	nt	nt
CCCCC(C(=O)O)C(C)CC(=O)Nc1cccc(C(=O)O)c1 (stereo not given)	-0.7	0.0%	12%	7%	i	-13%	2%	5%	8%
CCN(CC)C(=O)[C@H]1CC(CC(=O)NCCCN(C)C)C(=O)N2CCc3c([nH]c4ccccc34)[C@]12C (stereo not given in full)	0.7	0.0%	31%	1%	i	11%	1%	-3%	4%
CCOC(=O)c1ccc(NC(=O)CSc2nnc(CNc3ccc(C)cc3)n2C)cc1	-0.9	0.1%	-8%	-17%	i	0%	-2%	-6%	-20%
O=C(O)c1ccc2c(=O)n3c(nc2c1)/C(=C/c1cccc(Cl)c1Cl)CC3	0.7	?	0%	4%	i	-9%	16%	-12%	8%
Cc1cc(C)c2c(CC(=O)Nc3nnc(C(C)C)s3)coc2c1	nt	-0.6%	?	nt	i	-14%	-66%	-7%	-5%
COc1ccc(Br)cc1/C=C/C(=O)Nc1ccc2ccccc2c1	-0.4	5.7%	?	5%	?	6%	-16%	-6%	0%
CCCN(CC(=O)Nc1ccccc1C)C(=O)c1cn2ccccc2n1	2.8	0.2%	-12%	12%	i	-6%	1%	-7%	5%
COC(=O)c1ccc(COc2ccc(/C=N/NC(=O)C(=O)Nc3ccc(OC)cc3)cc2OC)o1	-0.1	-0.4%	9%	-1%	i	-9%	11%	-4%	1%
CC(C)(C)NS(=O)(=O)c1ccc(NS(=O)(=O)c2ccc(F)cc2)cc1	-0.3	-0.2%	-5%	2%	i	9%	-1%	2%	-5%
Cc1ccc([N+](=O)[O-])cc1S(=O)(=O)Nc1cccc(-c2ccc(N3CCCC3)nn2)c1	-3.5	0.5%	?	4%	i	13%	0%	-8%	-28%
CCn1cc(CN2CCCC(C(=O)c3ccc(-c4ccccc4)cc3)C2)cn1 (stereo not given)	1.0	8.6%	-29%	4%	?	?	-28%	1%	14%
CCn1nc(C)c(CNC(=O)CCc2nnc(Cc3c[nH]c4ccccc34)o2)c1C	-2.2	-0.5%	9%	4%	i	-6%	1%	0%	-8%

Four records drawn at random from those above, as already listed:
SMILES	IL2 activator	Nrf2 activator	TGFb SMAD3 inh	EPAC2 agonist	S2 tox	ATXN2 expr inh	HepG2 tox	A549 viability	Nrf2 inh
CCn1nc(C)c(CNC(=O)CCc2nnc(Cc3c[nH]c4ccccc34)o2)c1C	-2.2	-0.5%	9%	4%	i	-6%	1%	0%	-8%
CCCCC(C(=O)O)C(C)CC(=O)Nc1cccc(C(=O)O)c1 (stereo not given)	-0.7	0.0%	12%	7%	i	-13%	2%	5%	8%
NS(=O)(=O)c1ccc2c(c1)oc(=O)c1cc(S(N)(=O)=O)ccc12	-1.0	-2.4%	-1%	12%	i	13%	12%	2%	-14%
COC(=O)c1ccc(COc2ccc(/C=N/NC(=O)C(=O)Nc3ccc(OC)cc3)cc2OC)o1	-0.1	-0.4%	9%	-1%	i	-9%	11%	-4%	1%

Further compounds:
SMILES	IL2 activator	Nrf2 activator	TGFb SMAD3 inh	EPAC2 agonist	S2 tox	ATXN2 expr inh	HepG2 tox	A549 viability	Nrf2 inh
O=C(NCCN1CCOCC1)c1cc2cc(Br)ccc2oc1=O	3.4	0.0%	2%	8%	i	7%	-23%	-3%	5%
O=C(C[n+]1ccccc1)N/N=C/c1ccc(Br)cc1	1.5	-0.4%	-2%	8%	i	-2%	-2%	12%	4%
CC(C)Cc1cc(C(=O)N2CCC(N3CCC(C(=O)NC4CC4)CC3)CC2)n[nH]1	2.8	2.4%	0%	8%	i	-15%[11.3 µM]	3%	3%	4%
Clc1cccc(Oc2cnc3ccccc3n2)c1	-4.0	17%	13%	11%	i	8%	-14%	-1%	?
Cc1cccc(C(=O)N2CCC(=O)N([C@H](COCc3ccc(Cl)cc3)Cc3ccccc3)CC2)c1	-1.1	4.0%	nt	11%	nt	?	nt	nt	nt
CCOc1ccc2nc(NC(=O)C3CCN(C(=O)c4ccco4)CC3)sc2c1	-3.1	-0.6%	2%	18%	i	2%	4%	1%	6%
CCN1C(=O)[C@@H]2[C@H](C1=O)[C@@H]1C(=O)Nc3ccccc3C(=O)N1[C@@H]2c1ccccc1	-0.5	3.0%	-26%	0%	i	6%	-7%	5%	-7%
CC(C)(C)C1CCc2c(sc(NC(=O)c3ccc(Cl)cc3)c2C(=O)NCc2ccco2)C1 (stereo not given)	nt	-0.6%	4%	nt	i	4%	-2%	0%	15%
COc1cccc(CN2C(=O)CCC2(C)C(=O)NC2CCCCCC2)c1 (stereo not given)	-2.8	-0.6%	14%	-7%	i	3%	5%	-6%	-5%
O=C(O)/C=C/c1ccccc1[N+](=O)[O-]	-1.0	-0.1%	0%	3%	i	-1%	-6%	5%	3%
CC(C)(C)C(=O)NC1CC2CCCC(C1)N2C(=O)Nc1ccccc1Cl (stereo not given)	0.4	0.5%	2%	1%	i	8%	1%	-5%	12%
CC1CCN(C(=O)CSc2ccc(-c3cccc([N+](=O)[O-])c3)nn2)CC1	-4.8	3.1%	-15%	-20%	i	-17%	9%	-4%	?
Cc1cc([N+](=O)[O-])ccc1NCc1ccccc1	-0.7	4.4%	-31%	24%	i	5%	-15%	?	18µM*
CCOc1ccccc1NC(=O)C(C)n1nnc2sc3c(c2c1=O)CCCC3 (stereo not given)	nt	-0.5%	-23%	nt	i	12%	2%	6%	?
COc1ccc(C(=O)N[C@H](C(=O)NCCc2ccc3c(c2)OCCO3)C(C)C)cc1	0.0	-0.2%	-15%	5%	nt	nt	-16%	-6%	-33%
CC(C)(C)c1ccc(OCCC(=O)OCC(=O)NC2CC2)cc1	-0.3	0.3%	19%	-10%	i	nt	2%	-5%	-24%
O=C(c1ccc(N2CCOCC2)c([N+](=O)[O-])c1)N1CCCC(C(F)(F)F)C1 (stereo not given)	-0.1	-0.3%	-8%	5%	i	-4%	89%	-8%	-12%
COc1nnc(-c2ccc(C)c(S(=O)(=O)NCCO)c2)c2ccccc12	-0.8	3.6%	4%	3%	i	5%	3%	-1%	-6%
Cc1cccc(NC(=O)NCCN2CCCCC2)c1	-0.6	-0.1%	14%	-4%	i	nt	2%	1%	?
COc1ccc(/C=C2\N=C(SC)NC2=O)cc1	-0.2	3.3%	-9%	-2%	i	9%	-8%	-7%	-7%
CC(C)C[C@@H](CN1CCC[C@H]1CN1C(=O)C(=O)NC[C@@H]1Cc1ccc(O)cc1)N1C[C@H](Cc2ccccc2)N(CC2CCCCCC2)C(=O)C1=O	-0.7	-0.1%	nt	0%	?	?	nt	nt	nt
CC1=NN(c2ccccc2)C(=O)C1N=Nc1ccc(S(N)(=O)=O)cc1 (stereo not given)	-1.0	5.5%	-8%	3%	i	-5%	-6%	-8%	-6%
COc1ccccc1-c1c(C(F)(F)F)oc2cc(OCC(=O)Nc3ccccc3C(F)(F)F)ccc2c1=O	-0.2	-0.7%	-6%	-8%	i	-4%	5%	0%	7%
O=C(Nc1ccc(Cc2ccncc2)cc1)C1CCC(N2C(=O)C3CCCCC3C2=O)CC1 (stereo not given)	-0.2	-0.3%	-13%	6%	i	2%	-3%	-8%	?
NS(=O)(=O)c1cccc(NC(=O)c2cccc(N3C(=O)c4ccccc4C3=O)c2)c1	-4.6	0.5%	-13%	11%	i	2%	10%	0%	-1%
Cc1ccc(C(=O)N2CCN(c3ncccn3)CC2)c(C)c1	2.6	-0.6%	5%	6%	i	3%	1%	-3%	-2%

Source: PubChem (National Center for Advancing Translational Sciences (NCATS))
